Tau fibril ThT: tau fibrillization inhibition (ThT binding); P10636; hit rate 2.1% among 270,000; Potency, µM (highest dose often 57.4 µM), for the others: at the top dose activity, negative = inhibition, most hits filed as inhibitors; AID 1460; recombinant tau K18 P301L, heparin-induced fibrillization, ThT fluorescence; further: on the % scale 0 is the no-effect control and ±100 the full control effect; nearly all actives have a fitted effect of over 55% in size
Target sequence (P10636 561-689 P618L limits assumed): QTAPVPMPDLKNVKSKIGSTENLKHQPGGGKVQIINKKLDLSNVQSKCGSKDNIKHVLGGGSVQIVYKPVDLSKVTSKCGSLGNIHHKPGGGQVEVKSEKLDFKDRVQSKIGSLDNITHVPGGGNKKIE
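ThT emission at 510 nm, taken 1 hr after adding 30 uM dye, quantifies aggregates formed when 20 uM heparin acts on human tau K18 P301L for 6 hr at 37 C.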
L3MBTL1 inh: inhibitors of human L3MBTL1; hit rate 0.66% among 230,000; Q9Y468; AlphaScreen L3MBTL1–H3K9me1 peptide binding; Potency, µM (doses to about 57.1 µM), inactives show top-dose activity, negative = inhibition, hits mostly inhibitors; further: on the % scale 0 is the no-effect control and ±100 the full control effect; nearly all actives have a fitted effect of over 60% in size
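L3MBTL1 50 nM + b-AHA-H3(1-15)K9me1 75 nM, 30 min RT; compound added, 30 min RT; streptavidin donor/Ni-chelate acceptor beads 10 ug/mL each final, 30 min RT dark; AlphaScreen read.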
SMN2 splice enh: enhancers of SMN2 splice variant expression; HEK293 SMN2-luciferase splicing reporter, luminescence, 30-36 h; Potency, µM (top dose mostly 46.1 µM), for inactives: at the highest dose activity change, positive = activation, most hits filed as activators; hit rate 2.8% among 210,000; further: % of control where 0% means no effect; nearly all actives have a fitted effect of over 55% in size
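HEK293 cells carry an SMN2 minigene-luciferase reporter in which exon 7 inclusion puts luciferase in frame. Cells were seeded at 2000 cells/well, attached for 10-12 hours, then exposed to compounds for 30-36 hours at 37C before ONE-Glo luminescence.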
LMNA splice mod: modulators of lamin A splicing; HeLa LMNA splicing GFP/RFP minigene ratio, 48 h; Potency, µM (series often up to 46.1 µM), inactives show at the highest dose ratio change, negative = inhibition, hits mostly inhibitors; hit rate 0.01% among 200,000; AID 1487; active means well fitted inhibition curve with a large enough effect in the signal ratio, with a control signal flat, not every such curve was filed as active; inconclusive means small, poorly fitted or top-dose-only effect, or effect the other way, or a change in a side signal; the % refers to the signal ratio; further: on the % scale 0 is the no-effect control and ±100 the full control effect
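S3 HeLa stable clones carrying a lamin A-EGFP splicing minigene plus DsRed2 were seeded at 600 cells/well in Opti-MEM with 2% FBS, pin-dosed and incubated 48 h at 37°C. Acumen cytometry (488 nm) gave the GFP/RFP total-intensity ratio.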
RECQ1 helicase: RECQ1 (human) helicase inhibition; RECQ1 DNA unwinding, red fluorescence kinetic read; P46063; Potency, µM (top dose mostly 57.3 µM), for the others: top-dose activity, negative = inhibition, usual class: inhibitors; AID 2549; hit rate 0.54% among 240,000;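 further: plate controls were vehicle for no effect and no enzyme for full effect; nearly all actives have a fitted effect of over 30% in size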
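RECQ1T1 50 nM; forked duplex (20 bp + 30-nt ss tails) 200 nM, ATP 2 mM final; pH 8.0, 2 mM MgCl2, 2.5 ug/ml poly(dI-dC); 15 min compound preincubation; discontinuous kinetic read over 2 h at RT.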
JMJD2E inh: blocks human JMJD2E demethylase activity | hit rate 1.6% among 230,000 | JMJD2E catalytic domain, FDH-coupled NADH fluorescence (FDH is formaldehyde dehydrogenase) | B2RXH2 | Potency, µM (highest dose often 57.1 µM), inactives show at the top dose activity change, negative = inhibition, usual class: inhibitors; active means well fitted inhibition curve with a large enough effect, not every such curve was filed as active; inconclusive means small, poorly fitted or top-dose-only effect, or another doubt; inactive means no such curve, though single readings can be large or run the other way;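 further: 0% = wells with enzyme and -100% = buffer wells without enzyme; nearly all actives have a fitted effect of over 50% in size; many of its hits are not listed in these tables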
Target sequence (B2RXH2 1-337 limits assumed): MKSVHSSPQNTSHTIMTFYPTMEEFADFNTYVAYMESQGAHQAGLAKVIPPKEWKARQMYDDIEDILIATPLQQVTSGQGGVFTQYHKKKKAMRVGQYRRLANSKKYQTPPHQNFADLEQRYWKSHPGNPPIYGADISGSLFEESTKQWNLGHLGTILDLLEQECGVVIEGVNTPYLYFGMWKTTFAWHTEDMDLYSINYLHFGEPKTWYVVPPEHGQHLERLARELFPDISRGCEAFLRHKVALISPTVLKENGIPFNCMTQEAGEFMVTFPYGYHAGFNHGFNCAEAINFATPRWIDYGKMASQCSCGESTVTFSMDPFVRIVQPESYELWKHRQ
ALDH1A1 block: inhibitors of human aldehyde dehydrogenase 1A1. P00352. Purified ALDH1A1, NADH fluorescence, propionaldehyde substrate. Potency, µM (doses to about 75.3 µM), for the others: at the top dose activity, negative = inhibition, actives largely listed as inhibitors. hit rate 7.3% among 220,000; active means well fitted inhibition curve with a large enough effect, not every such curve was filed as active; inconclusive means small, poorly fitted or top-dose-only effect, or another doubt; inactive means no such curve, though single readings can be large or run the other way;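 further: plate controls were no enzyme wells and a reference inhibitor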
Target sequence (P00352 whole entry, looked up): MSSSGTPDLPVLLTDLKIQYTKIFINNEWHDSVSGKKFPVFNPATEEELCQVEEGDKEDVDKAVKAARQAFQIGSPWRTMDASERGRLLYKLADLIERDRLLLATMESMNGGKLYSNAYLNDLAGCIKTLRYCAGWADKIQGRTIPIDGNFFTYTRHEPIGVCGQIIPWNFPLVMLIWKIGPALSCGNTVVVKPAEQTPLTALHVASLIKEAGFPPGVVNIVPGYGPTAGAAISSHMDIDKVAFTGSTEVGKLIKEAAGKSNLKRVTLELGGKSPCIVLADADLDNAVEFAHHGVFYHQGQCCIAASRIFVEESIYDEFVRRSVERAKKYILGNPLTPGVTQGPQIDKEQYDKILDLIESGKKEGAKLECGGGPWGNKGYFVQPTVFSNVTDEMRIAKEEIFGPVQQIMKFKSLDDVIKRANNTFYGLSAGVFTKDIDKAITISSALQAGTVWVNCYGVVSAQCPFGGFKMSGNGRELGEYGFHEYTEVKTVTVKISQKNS
KinaseGlo FLuc: blocks Kinase-Glo luciferase, a counter-screen artifact. Kinase-Glo luciferase, ATP luminescence, 8 min. hit rate 0.28% among 200,000. Potency, µM (doses to about 38.3 µM), for inactives: top-dose activity change, negative = inhibition, hits mostly inhibitors; further: on the % scale 0 is the no-effect control and ±100 the full control effect; nearly all actives have a fitted effect of over 60% in size
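Light output from Kinase-Glo luciferase with luciferin and 10 uM ATP in 50 mM imidazole pH 7.2, KCl, MgCl2, Tween 20, BSA; compound pin-delivered, 8-min ambient incubation, then luminescence read.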
Active calls of the source: *; i = inactive; ? = inconclusive; . = no result given; [ ] = dose if it differs, or a comment. Unless noted, the call rests on the fitted dose curve; in most records, active means well fitted curve in the direction sought with a large enough effect; inconclusive means small, poorly fitted or top-dose-only effect, or another doubt; inactive means no such curve, though single readings can be large; an effect the other way counts as inactive or inconclusive. Potency means the concentration at half of the fitted maximal effect. An excerpt. The share of hits here may be higher or lower than overall.

Order of results: Tau fibril ThT | L3MBTL1 inh | SMN2 splice enh | LMNA splice mod | RECQ1 helicase | JMJD2E inh | ALDH1A1 block | KinaseGlo FLuc
Cc1ccc(C(=O)N/N=C/c2ccc(-c3ccccc3[N+](=O)[O-])o2)cn1
 : 7% | 19% | 4% | -9% | -10% | -4% | 1% | -1%
COc1cc2[nH]c(=O)n(CCC(=O)NCCCN3CCN(c4ccccc4F)CC3)c(=O)c2cc1OC
 : -5% | 11% | 0% | 11%[46 µM] | -8% | ? | -9% | 3%
O=C(N/N=C/c1cccs1)C1CC(=O)N(c2ccccc2)C1 (configuration not stated)
 : ? | 0% | -33%[inhibitor] | ? | -4% | -3% | ? | 7%
O=C(Nc1ccc(Cl)cc1)N(Cc1cccs1)Cc1cccs1
 : -8% | -3%[11.4 µM] | -24% | ? | -6% | -6% | -4% | -2%
O=C(CN1CCOCC1)Nc1ccccc1Sc1ccccc1
 : -6% | 2% | -1% | 7% | -3% | -8% | -6% | 0%
Cc1ccc(C(=O)NC(=S)/C=C2\N(C)c3ccccc3C2(C)C)cc1
 : 10µM* | ? | -21% | ? | -3% | -10% | ? | 2%
COc1cc(/C=C(\C#N)C(=O)Nc2cccnc2)ccc1OC(C)C
 : -7% | 5% | 15% | -3% | 0% | -1% | -9% | -2%
C=C(C(C)=O)C(O)c1cccs1 (configuration not stated)
 : -10% | . | -5% | . | 2% | -2% | -6% | 3%
Cc1ccccc1NC(=O)NCCCN1CCN(c2ccccc2)CC1
 : -13% | . | -4% | 30% | -13% | 2% | 6% | 0%
O=C(c1cn(-c2ccccc2)nc1-c1cccs1)N1CCN(c2ccc(F)cc2)CC1
 : -14% | -29% | . | ? | -5% | 6% | ? | .
O=C(CN1CCCCC1)Nc1ccccc1Oc1ccccc1
 : -12% | 21% | . | . | i | -7% | . | .
COc1ccc(C2c3c(ncn(Cc4ccco4)c3=N)Oc3ccc4ccccc4c32)cc1 (configuration not stated)
 : -13% | -13% | -25% | ? | -1% | -3% | 4% | 1%
COC(=O)c1c(NC(=O)c2ccc(C)c(S(=O)(=O)Nc3ccccc3C)c2)sc2c1CCCC2
 : -1% | 7% | -13% | -4% | ? | ? | 8% | -1%
COc1ccc(CNC(=O)C/C(C)=N/NC(=O)C23CC4CC(CC(C4)C2)C3)cc1
 : -14% | -1% | . | . | -1% | 11% | 14µM* | -1%
C=CCC(CC)C(=O)NC(=O)N1CCCc2ccccc21 (configuration not stated)
 : -10% | 2% | . | . | 2% | 9% | 3% | .
Cc1ccc(COC(=O)c2nn(C)c(=O)c3ccccc23)cc1
 : -4% | 2% | -50%[inhibitor] | ? | -8% | -6% | 1% | 4%
Cn1c(=O)oc2cc(S(=O)(=O)N3CCc4ccccc4C3)ccc21
 : -26% | . | -8% | -2% | -5% | 4% | 12% | -4%
CCCCC1=CC2=C(c3ccco3)C(=O)C(C)(OC(=O)c3ccc(OC)cc3)C(=O)C2=CN1CCCN(CC)CC (configuration not stated)
 : ? | . | 9%[9.22 µM] | -10%[9.22 µM] | -6%[11.5 µM] | 4%[11.4 µM] | -13%[13.5 µM] | 0%[7.66 µM]
O=c1[nH]nc(SCCS(=O)(=O)c2ccc(F)cc2)n1-c1ccc2c(c1)OCCO2
 : -9% | 9% | . | . | i | 4% | 20µM* | .
COc1cc(C)c(S(=O)(=O)N2CCCC2)cc1C(C)C
 : -5% | 1%[11.4 µM] | -8% | . | i | -4% | ? | 1%
CC12CCC(C(=O)NNc3ccccc3)(OC1=O)C2(C)C (configuration not stated)
 : 5% | 7% | -10% | 19%[9.22 µM] | i | 5% | 4% | 3%
Cc1ccccc1CN1CCCNC1=O
 : -15% | . | . | 6%[46 µM] | -9% | -19% | . | .
Cc1cc(NC(=O)CCCN2C(=O)c3cccnc3C2=O)ccc1Br
 : -2% | ? | 7% | 12%[9.22 µM] | -4% | 1% | 3% | -3%
CCN(CC)CCN(Cc1cc2cc3c(cc2[nH]c1=O)OCCO3)C(=S)NCC1CCCO1 (configuration not stated)
 : 9% | 4% | -2% | . | i | 3% | ? | 1%
COC(=O)c1ccc(NC(=S)NC2c3ccccc3CC2O)cc1 (configuration not stated)
 : -15% | -3% | . | 1%[46 µM] | -2% | -14% | ? | -3%
Cc1ccc(NC(=O)CNc2ccc(OC(C)C)cc2)cc1
 : ? | . | -12% | -5% | -4% | -14% | 7.1µM* | 1%
Cc1nc2ccccn2c1-c1ccnc(SCc2ccc(Cl)cc2)n1
 : 3% | 68%[activator] | . | . | -10% | ? | ? | .
CC(C)c1ccc(NC(=O)COC(=O)CSc2nnc(N)s2)cc1
 : -1% | 3% | 2% | -16% | 1% | 2% | -9% | -1%
OCCC1CN(C2CCSCC2)CCN1C1CCCC1 (configuration not stated)
 : -6% | 5% | . | ? | -2% | 1% | 0% | -3%
CCCSC1=C(C#N)C(c2ccccc2C)CC(=O)N1 (configuration not stated)
 : -9% | -1% | -10% | 2% | -10% | -1% | ? | -1%

Part of the list above, with each value named:
SMILES: CCN(CC)CCN(Cc1cc2cc3c(cc2[nH]c1=O)OCCO3)C(=S)NCC1CCCO1 (configuration not stated)
  Tau fibril ThT: 9% | L3MBTL1 inh: 4% | SMN2 splice enh: -2% | LMNA splice mod: . | RECQ1 helicase: i | JMJD2E inh: 3% | ALDH1A1 block: ? | KinaseGlo FLuc: 1%
SMILES: COC(=O)c1ccc(NC(=S)NC2c3ccccc3CC2O)cc1 (configuration not stated)
  Tau fibril ThT: -15% | L3MBTL1 inh: -3% | SMN2 splice enh: . | LMNA splice mod: 1%[46 µM] | RECQ1 helicase: -2% | JMJD2E inh: -14% | ALDH1A1 block: ? | KinaseGlo FLuc: -3%

Other structures follow:
Order of results: Tau fibril ThT | L3MBTL1 inh | SMN2 splice enh | LMNA splice mod | RECQ1 helicase | JMJD2E inh | ALDH1A1 block | KinaseGlo FLuc
CCOC(=O)CN(C(=O)COc1ccc2c(C)cc(=O)oc2c1)c1ccc(OCC)cc1
 : -2% | 13% | -7% | -8%[46 µM] | i | ? | ? | -2%
O=C(CN1C(=O)C2C3CCC(C3)C2C1=O)Oc1ccc2ccccc2c1 (configuration not stated)
 : -10% | -4% | -2% | -10% | -4% | 4% | ? | 0%
O=[N+]([O-])c1ccc2c(c1)OCCOCCOCCOCCOCCOCCO2
 : -6% | 4% | -21% | -23% | -3% | 0% | 8% | 2%
COc1cc(OC)nc(Oc2ccccc2C(=O)Oc2ccc(F)cc2Cl)n1
 : -9% | 21% | -10% | 5% | -16% | 3% | -1% | 3%
Cc1ccc(S(=O)(=O)CCC(=O)Nc2cccc(C)c2)cc1
 : -9% | -1% | 9% | ? | 7% | -6% | 4% | 6%
O=S(=O)(c1ccc(F)cc1)N1CC=C(c2ccccc2)CC1
 : -14% | 12% | . | . | i | ? | . | .
CC(C)(C)n1nc2c(c1NC(=O)Cc1cccs1)CSC2
 : -9% | . | -7% | 3% | -3% | -5% | -7% | -2%
Cc1cccc(N2CCN(C(=O)/C=C/c3cccs3)CC2)c1C
 : 12% | -14% | . | ? | 1% | -4% | 0% | -1%
Cn1cc(CN2CCN(c3ncccn3)CC2)c(-c2cccc(Cl)c2)n1
 : -3% | -6% | -15% | 8%[46 µM] | 14% | 5% | 7% | -2%
CCC(C)NC(=O)CSc1nnc(-c2c[nH]c3ccccc23)o1 (configuration not stated)
 : 4% | 17% | 8% | 10%[9.22 µM] | -2% | 0% | 3% | 1%
c1ccc2[nH]c(NN=C3CCCCCC3)nc2c1
 : ? | ? | 11µM* | -17%[46 µM] | -20% | -26% | ? | ?
COc1ccc(NC(=O)c2ccccc2C)c(OC)c1
 : -2% | -8% | -6% | 24% | 22% | 12% | ? | 1%
CC(C)OC(=O)CSc1ncnc2c1cnn2Cc1ccccc1
 : -17% | 15% | 10% | 1% | -4% | 7% | ? | -4%
Cc1oc2c(C)c3oc(=O)c4c(c3cc2c1C)CCC4
 : -3% | 4% | -2% | -5% | -1% | 1% | ? | 2%
O=C1Nc2ccc(F)cc2C12Nc1ccccc1-c1nnc(SCc3ccccc3)nc1O2 (configuration not stated)
 : ? | -4% | -17% | 14% | i | -5% | ? | -4%
CCOP(=O)(OCC)C(NC(=O)c1cccs1)C(F)(F)F (configuration not stated)
 : -18% | -5% | 9% | ? | -1% | ? | ? | 6%
Cc1noc(C)c1-c1cc(Nc2ccc(F)cc2)ncn1
 : -7% | . | 0% | -25% | -8% | -1% | 3% | -3%
COCc1cc(C)nc(OCC(=O)N/N=C/c2ccc(O)cc2O)c1C#N
 : -11% | . | -11% | . | -4% | 25µM* | 6% | 0%
CCCCCCSc1nsc(N)n1
 : -8% | . | 28% | ? | -3% | 4% | 5% | 0%
CCCN1/C(=C(/C#N)C2=NS(=O)(=O)c3ccccc32)N(C)c2ccccc21
 : -3% | 3% | 1% | 7% | -5% | -7% | 5% | -2%
COC(=O)COc1ccc(S(=O)(=O)N2CCN(c3ccccc3)CC2)cc1
 : 0% | 3% | -10% | 0%[46 µM] | i | -1% | -1% | -1%
Cc1nc(NS(=O)(=O)c2ccccc2C)c2c3c(sc2n1)CCC3
 : ? | 1% | -11% | 6% | -10% | ? | ? | 0%
CN(C)c1cccc(C(=O)NNC(=S)NC2CC3CCC2C3)c1 (configuration not stated)
 : -5% | -8% | 22% | ? | -11% | 11% | 0% | 4%
Cn1c2c(c(=O)c3ccccc31)C[C@@H](O)C(C)(C)O2
 : -2% | . | 6% | . | i | -3% | 0% | 0%
Cc1ccc2c(c1)c(C)c(C)n2CC(O)Cn1nc(C)c(Br)c1C (configuration not stated)
 : ? | -10% | -15% | ? | -4% | ? | -14% | -9%
O=C(CNC(=O)C(c1ccccc1)c1ccccc1)N/N=C\c1cccc(O)c1
 : -3% | 18% | . | . | -15% | 2% | . | .
Clc1nssc1=Nc1ccccc1
 : 28µM* | . | -12% | . | -15% | 10µM* | 1.6µM* | -4%
CCOC(=O)C1NN=C(C(=O)c2ccccc2)C1c1ccc(Cl)cc1 (configuration not stated)
 : -17% | 29% | 1% | -5%[46 µM] | 17% | -24% | ? | 1%

Screening data (PubChem)
